Assay outcomes from PubChem.
TRHR agonist – activates the human TRH receptor; P34981; TRHR cells, calcium flux fluo-8, FDSS agonist mode; activation, % at 2 µM; 360,000 tested, 0.18% active; AID 493084; in the data active means activation above about 30%; further: 0% is about no effect
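Read-out: compound-evoked intracellular calcium rise in TRHR cells, fluo-8 dye, kinetic FDSS fluorescence at 1 s/cycle following a 10-cycle baseline. Cells cultured overnight before dye loading (30 min–1.5 h, RT).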
IDH1 R132H inh – inhibitors of human mutant IDH1 R132H; O75874; IDH1-R132H enzyme, NADPH consumption, diaphorase/resazurin fluorescence; Potency, µM (highest dose often 76.6 µM), for inactives: at the top dose activity change, negative = inhibition, usual class: inhibitors; 390,000 tested, 0.093% active; AID 602179; further: potency means the concentration at half of the fitted maximal effect; on the % scale 0 is the no-effect control and ±100 the full control effect; nearly all actives have a fitted effect of over 65% in size
Target sequence (O75874 whole entry R132H, stated change not applied): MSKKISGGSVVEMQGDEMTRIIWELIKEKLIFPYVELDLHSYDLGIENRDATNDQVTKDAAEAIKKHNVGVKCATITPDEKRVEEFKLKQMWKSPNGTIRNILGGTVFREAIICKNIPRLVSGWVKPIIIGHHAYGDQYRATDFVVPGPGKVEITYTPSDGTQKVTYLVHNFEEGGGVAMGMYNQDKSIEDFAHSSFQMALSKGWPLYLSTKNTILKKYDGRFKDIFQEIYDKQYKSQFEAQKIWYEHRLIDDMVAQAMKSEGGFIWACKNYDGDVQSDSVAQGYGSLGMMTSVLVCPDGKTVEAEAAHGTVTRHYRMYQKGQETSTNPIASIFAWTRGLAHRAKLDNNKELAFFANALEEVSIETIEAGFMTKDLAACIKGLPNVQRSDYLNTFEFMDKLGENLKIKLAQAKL
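IDH1-R132H (0.5 ug/mL) preincubated 30 min with compound, then NADPH (0.016 mM) and alpha-KG (2 mM) added; 80 min at RT, pH 7.5. Remaining NADPH coupled via diaphorase/resazurin to fluorescence (540/590 nm); concentration-response curves normalized to no-enzyme control.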
D2 ag – activates the human D2 dopamine receptor | P14416 | HEK293 T-REx D2 cells, calcium flux agonist mode | activation, % at 2 µM | 340,000 tested, 0.53% active;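 active means activation over 3 SD above normal in the single-dose calcium agonist read, cut at about 30% in these data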; further: 0% is about no effect
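HEK293 Trex D2 cells, tetracycline-induced, o/n 30 C 5% CO2; no-wash Ca dye, RT 30–90 min; 10-cycle baseline, 23 nl cpd added, kinetic Ca read 180 s; agonist hits = positive Ca response.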
USP1 inh – USP1/UAF1 (human) deubiquitinase inhibition; 390,000 tested, 0.23% active; AID 743255; Potency, µM (top dose mostly 57.1 µM), for inactives: at the highest dose activity change, negative = inhibition, actives largely listed as inhibitors; O94782; recombinant USP1/UAF1, Ub-Rhodamine cleavage fluorescence; further: potency means the concentration at half of the fitted maximal effect; on the % scale 0 is the no-effect control and ±100 the full control effect; nearly all actives have a fitted effect of over 60% in size; inactives centre near -12
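USP1/UAF1 complex at 1 nM was preincubated with compound for 15 min at room temperature, then Ub-Rho substrate (150nM final) was added. Fluorescence (480/540 nm) was read kinetically, 6 reads every 60 seconds.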
TRHR enhancer – allosterically enhances the human TRH receptor; P34981; TRHR cells, fluo-8 calcium fluorescence, EC20 TRH enhancement; enhancement, % at 2 µM; 360,000 tested, 0.66% active; AID 493056; in the data active means enhancement above about 30%; further: 0% is about no effect
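TRHR-expressing cells loaded with fluo-8 calcium dye were read kinetically (ex 480/em 530) during compound addition, then stimulated with an EC20 of TRH (10 nM final). Enhancement of the Gq-mediated intracellular calcium response was scored.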
TrxR1 substrate – is turned over as a substrate by rat TrxR1. Potency, µM (series often up to 114 µM), inactives show at the top dose activity change, negative = substrate turnover. O89049. purified TrxR1 substrate turnover, NADPH consumption readout. AID 588456. 390,000 tested, 0.01% active; further: potency means the concentration at half of the fitted maximal effect; on the % scale 0 is the no-effect control and ±100 the full control effect; nearly all actives have a fitted effect of over 50% in size
Target sequence (O89049 whole entry, looked up): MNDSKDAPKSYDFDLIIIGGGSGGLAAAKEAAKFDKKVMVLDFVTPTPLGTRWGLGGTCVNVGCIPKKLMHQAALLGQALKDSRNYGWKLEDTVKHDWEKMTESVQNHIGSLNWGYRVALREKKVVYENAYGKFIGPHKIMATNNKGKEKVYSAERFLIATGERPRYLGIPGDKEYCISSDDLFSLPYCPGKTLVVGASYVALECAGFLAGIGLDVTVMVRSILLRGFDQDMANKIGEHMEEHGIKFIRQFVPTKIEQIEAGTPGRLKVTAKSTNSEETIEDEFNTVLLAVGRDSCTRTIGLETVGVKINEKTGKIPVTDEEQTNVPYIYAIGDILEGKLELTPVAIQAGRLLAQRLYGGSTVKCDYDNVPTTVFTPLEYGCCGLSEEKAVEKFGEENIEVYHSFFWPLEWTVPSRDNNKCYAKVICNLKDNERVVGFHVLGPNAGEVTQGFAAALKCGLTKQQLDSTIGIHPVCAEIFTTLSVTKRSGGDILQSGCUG
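Rat TrxR1, dispensed at 90 nM, was prereduced with 400 uM NADPH (final) for 5 min at ~22 deg C, then incubated with compound 15 min before 400 uM selenite. A first-read NADPH fluorescence drop versus no-compound background flagged substrates.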
Pin1 inhibitor – blocks the human prolyl isomerase Pin1; 390,000 tested, 0.009% active; Potency, µM (highest dose often 115 µM), for inactives: at the top dose activity, negative = inhibition, most hits filed as inhibitors; Pin1 FP peptide displacement, HiFluor488, 10 min; AID 504891; Q13526; active means well fitted inhibition curve with a large enough effect in the polarisation, with a control signal flat, not every such curve was filed as active; inconclusive means small, poorly fitted or top-dose-only effect, or effect the other way, or a change in a side signal; inactive means no such curve, though single readings can be large or run the other way; the % refers to the polarisation; further: potency means the concentration at half of the fitted maximal effect; on the % scale 0 is the no-effect control and ±100 the full control effect
Target sequence (Q13526 whole entry, looked up): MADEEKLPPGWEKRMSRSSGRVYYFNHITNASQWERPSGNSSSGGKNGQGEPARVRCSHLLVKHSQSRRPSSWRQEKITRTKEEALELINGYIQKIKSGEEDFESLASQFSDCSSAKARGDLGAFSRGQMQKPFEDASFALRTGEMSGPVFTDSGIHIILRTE
D2 antag – antagonizes the human D2 dopamine receptor. HEK293 TREx D2 cells, calcium flux, dopamine EC80. P14416. inhibition, % at 10 µM. 340,000 tested, 2% active; in the data active means inhibition above about 30%; further: 0% is about no effect
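Measurement of antagonist activity uses fluorescent calcium dye in inducible HEK293 T-REx D2 cells: 10 s baseline, compound addition with 180 s read, EC80 dopamine addition with a further 180 s read.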
rTrxR1 inhibitor – blocks rat thioredoxin reductase 1; O89049; recombinant rTrxR1, NADPH fluorescence consumption, selenite substrate; Potency, µM (doses to about 114 µM), inactives show at the top dose activity change, negative = inhibition, usual class: inhibitors; 390,000 tested, 1% active; AID 588453; further: potency means the concentration at half of the fitted maximal effect; on the % scale 0 is the no-effect control and ±100 the full control effect; nearly all actives have a fitted effect of over 65% in size
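Rat TrxR1 (90 nM in the dispensed reagent) was pre-reduced with 400 uM NADPH for 5 min at room temperature, then incubated with compound for 15 min. After 400 uM selenite was added, NADPH fluorescence (Ex 340/Em 450 nm) was followed for 8 min.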
Starred values were filed as active, the others as inactive; ? = inconclusive; / = not tested or not shown; [ ] = dose if it differs, or a comment. Unless noted, the call rests on the fitted dose curve; in most records, active means well fitted inhibition curve with a large enough effect; inconclusive means small, poorly fitted or top-dose-only effect; inactive means no such curve, though single readings can be large or run the other way. This is a subset; the hit share may differ from the screen's.

1. COc1ccc(NP(=O)(Oc2cccc(C)c2)Oc2cccc(C)c2)cc1OC
2. Cc1ccc(NC(=O)Cn2cc(C(=O)c3ccccc3)c3ccccc32)c(C)c1
3. CN1C(=O)CN=C(c2ccccc2)c2cc(Cl)ccc21
4. Clc1ccc(OCC#CCN2CCCC2)cc1
5. CCCCOC(=O)COc1cc(C)cc2oc(=O)c3c(c12)CCC3

screen / no.	1	2	3	4	5
TRHR agonist	0.1	2.5	0.1	0.0	-1.0
IDH1 R132H inh	7.6%	-5.2%	/	9.3%	1.0%
D2 ag	1.0	0.3	-2.2	-0.2	0.6
USP1 inh	-20.5%	-3.6%	/	-17.6%	-6.2%
TRHR enhancer	-5.3	-8.9	-7.0	-0.9	-4.5
TrxR1 substrate	-6.3%	1.0%	/	3.2%	6.5%
Pin1 inhibitor	4.9%	7.5%	/	-5.7%	5.0%
D2 antag	-6.9	/	-6.6	7.6	-1.4
rTrxR1 inhibitor	7.9%	15.9%	/	5.8%	6.8%

6. Cc1nn(Cc2ccccc2Cl)c(C)c1C(=O)NC1CCCc2ccccc21 (stereo not given)
7. O=C(N/N=C/c1c(O)n(-c2ccccc2)c(=O)[nH]c1=O)c1ccncc1
8. CCOc1ccc(CN(CCc2ccc3c(c2)OCO3)Cc2ccc(C)cc2)cc1
9. CCOc1ccccc1OCC(=O)Nc1ccc(Cl)cc1C(=O)c1ccccc1
10. c1ccc2c3c([nH]c2c1)C1(CCNCC1)NCC3

screen / no.	6	7	8	9	10
TRHR agonist	-1.0	1.0	0.4	-0.1	1.0
IDH1 R132H inh	5.0%	8.1%	15.4%	10.9%	22.7%
D2 ag	-0.4	0.3	13.6	0.0	0.5
USP1 inh	-7.3%	-16.6%	?	-18.7%	0.3%
TRHR enhancer	-3.1	-5.0	-2.8	-4.9	8.8
TrxR1 substrate	0.7%	-15.8%	5.6%	-4.5%	10.2%[57.1 µM]
Pin1 inhibitor	3.4%	?	-3.5%	0.6%	-2.8%
D2 antag	15.6	6.8	/	17.5	3.7
rTrxR1 inhibitor	-5.6%	-30.6%	7.5%	5.0%	-6.8%[57.1 µM]

11. O=[N+]([O-])c1cnc[nH]1
12. O=c1[nH]c(=O)n(Cc2ccccc2Cl)c(O)c1/C=C1/C=CC=N1
13. COC(=O)C1=C(c2ccccc2OCc2ccccc2)C[C@@H]2CC[C@H]1N2C(=O)NCCOc1ccccc1Cl
14. CC(=O)N1N=C2C3CCN(CC3)C2C1c1ccc(F)cc1 (stereo not given)
15. COCCCNC(=O)c1c(NC(=O)c2ccccc2)n(Cc2ccccc2)c2nc3ccccc3nc12

screen / no.	11	12	13	14	15
TRHR agonist	0.7	2.3	1.2	-1.0	/
IDH1 R132H inh	-0.7%	9.2%	-4.9%	-7.9%	8.3%
D2 ag	-1.6	5.6	0.0	-2.2	/
USP1 inh	-13.0%	-1.6%	?	-0.2%	-20.4%
TRHR enhancer	8.2	-0.7	28.8	10.1	/
TrxR1 substrate	-9.9%	3.0%	2.5%	-7.0%	61.4%[activator]
Pin1 inhibitor	-8.5%	35.6%[activator]	2.5%	1.1%	?
D2 antag	8.5	-21.6	5.5	-5.7	/
rTrxR1 inhibitor	-1.8%	5.3%	26.3%	1.4%[57.1 µM]	28.0%

16. CC12C=CC(=O)C=C1CCC1C2C(O)CC2(C)C1CCC2(C)O (stereo not given)
17. COc1ccccc1/C=C1/C(=N/O)C2CCN1CC2
18. COc1cccc(-n2c(=S)[nH]c3ccccc3c2=O)c1
19. COCCNC(=O)c1c(NC(=O)c2ccco2)n(Cc2ccccc2)c2nc3ccccc3nc12
20. O=P(Oc1ccccc1)(Oc1ccccc1)c1ccccc1

screen / no.	16	17	18	19	20
TRHR agonist	/	-1.6	0.2	6.7	-1.0
IDH1 R132H inh	11.3%	11.5%	8.5%	3.2%	-3.9%
D2 ag	/	0.2	2.7	2.1	-2.6
USP1 inh	-14.4%	-13.7%	-12.3%	-19.5%	-13.5%
TRHR enhancer	/	-3.2	1.8	1.9	-9.4
TrxR1 substrate	9.5%	-0.9%[57.1 µM]	17.1%	119.7%[activator]	-6.4%
Pin1 inhibitor	-1.3%	-1.7%	13.7%	?	1.6%
D2 antag	/	10.4	-19.0	-9.6	2.8
rTrxR1 inhibitor	15.6%	14.8%[57.1 µM]	54.8%	-9.1%	8.8%

An excerpt of these results, with two lines to a compound:
The line under a structure holds: TRHR agonist, IDH1 R132H inh, D2 ag, USP1 inh, TRHR enhancer, TrxR1 substrate, Pin1 inhibitor, D2 antag, rTrxR1 inhibitor
7. O=C(N/N=C/c1c(O)n(-c2ccccc2)c(=O)[nH]c1=O)c1ccncc1
    1.0, 8.1%, 0.3, -16.6%, -5.0, -15.8%, ?, 6.8, -30.6%
8. CCOc1ccc(CN(CCc2ccc3c(c2)OCO3)Cc2ccc(C)cc2)cc1
    0.4, 15.4%, 13.6, ?, -2.8, 5.6%, -3.5%, /, 7.5%

Other records:
21. CCOc1ccc(N=Cc2c(O)n(-c3cc(C)cc(C)c3)c(=O)[nH]c2=O)cc1
22. O=C(O)C1C2CCC(O2)C1C(=O)Nc1ccc(Cl)cc1 (stereo not given)
23. CC(C)=CCSc1nnc([C@@H](N)Cc2c[nH]c3ccccc23)o1
24. NC(=O)CN1CCCC1=O
25. CCOC(=O)CN1C(=O)C2(C(C#N)=C(N)Oc3ccccc32)C(C(=O)OC)=C1C (stereo not given)

screen / no.	21	22	23	24	25
TRHR agonist	-0.2	0.0	-0.4	-0.2	0.3
IDH1 R132H inh	-22.4%	9.1%	2.5%	15.0%	0.5%
D2 ag	-0.1	3.4	0.1	1.1	0.6
USP1 inh	-11.2%	-26.7%	-6.0%	7.0%	-15.3%
TRHR enhancer	1.3	-3.2	2.0	-2.3	4.9
TrxR1 substrate	9.7%	-1.0%[57.1 µM]	8.9%	6.8%[57.1 µM]	6.3%[57.1 µM]
Pin1 inhibitor	27.4%	2.7%	-1.8%	-10.9%	-11.5%
D2 antag	4.4	-9.5	-7.4	-20.4	-3.5
rTrxR1 inhibitor	-1.5%	9.0%[57.1 µM]	11.0%	15.0%[57.1 µM]	2.2%[57.1 µM]

26. O=C(c1cc2ccccn2n1)N1CCC2(CC1)OCCO2
27. Cc1ccc(OCCSC2=NN2c2cc(C)nc(N)n2)cc1
28. COc1ccc(-n2cnc3cc(C(=O)N4CCC5(CC4)OCCO5)ccc32)cc1
29. O=C(c1cccn2c(=O)c3cc(Cl)ccc3nc12)N1CCC2(CC1)OCCO2
30. CCCCOCCCn1c(N)c(C(=O)OCCOC)c2nc3ccccc3nc21

screen / no.	26	27	28	29	30
TRHR agonist	0.1	-0.1	0.5	0.1	-1.5
IDH1 R132H inh	6.7%	0.8%	-0.7%	-1.8%	9.1%
D2 ag	-0.1	1.0	0.4	-1.8	0.6
USP1 inh	-11.8%	-19.7%	-11.2%	-12.0%	-11.0%
TRHR enhancer	2.7	16.8	4.0	19.5	-1.1
TrxR1 substrate	6.2%[57.1 µM]	-4.1%[57.1 µM]	0.7%	101.0%[activator]	110.9%[activator][57.1 µM]
Pin1 inhibitor	-6.9%	-4.1%	-10.1%	0.6%	-1.7%
D2 antag	11.9	12.0	-10.2	3.3	-7.1
rTrxR1 inhibitor	-1.8%[57.1 µM]	11.0%	27.8%	11.2%	48.9%[activator][57.1 µM]

31. CO[C@H]1[C@@H](OC)CC(OC2OC(CO)C(O)C(O)C2O)/C(=C\C#N)[C@@H]1O (stereo not given in full)
32. COC(=O)C1=C(c2cccc(Cl)c2)C[C@@H]2CC[C@H]1N2C(=O)NCC1CC1
33. CCn1cc(C=C2C(=O)N(C)C(=O)N(C)C2=O)c2ccccc21
34. COc1cc(CN2CCN(C(=O)Cc3ccccc3)CC2)cc(OC)c1OC
35. O=C1/C(=C\c2ccc(Cl)cc2Cl)N2CCC1CC2

screen / no.	31	32	33	34	35
TRHR agonist	-0.1	0.0	1.0	-0.4	-0.1
IDH1 R132H inh	-9.0%	3.0%	12.4%	-1.3%	6.0%
D2 ag	1.4	-0.4	-0.1	0.0	0.8
USP1 inh	-16.8%	19.0%	-10.8%	-24.8%	-20.2%
TRHR enhancer	0.6	-10.9	-7.5	2.5	0.1
TrxR1 substrate	-2.1%	4.9%[57.1 µM]	2.2%	6.9%	6.5%[2.29 µM]
Pin1 inhibitor	-11.4%	-6.3%	6.8%	4.7%	3.2%
D2 antag	-9.1	12.0	14.0	8.4	3.2
rTrxR1 inhibitor	5.0%	11.1%[57.1 µM]	13.3%	13.4%	0.6%[57.1 µM]

36. CC1(C)CN=C(Nc2nc3ccccc3s2)S1
37. C=CCn1c(=O)c(C=Nc2cccc([N+](=O)[O-])c2)c(O)n(CCCC)c1=O
38. CCC(=NC1CCN(Cc2ccccc2)CC1)c1c(O)[nH]c(=O)[nH]c1=O
39. O=C(O)c1ccccc1N=Nc1c(O)[nH]c(=O)[nH]c1=O
40. O=C1NC(=S)N(c2ccc(F)cc2)C(=O)/C1=C/c1ccco1

screen / no.	36	37	38	39	40
TRHR agonist	0.2	0.5	-2.3	0.1	0.8
IDH1 R132H inh	1.9%	3.4%	1.3%	-4.2%	/
D2 ag	/	0.4	0.3	0.4	1.9
USP1 inh	0.9%	-16.2%	-15.2%	-11.5%	/
TRHR enhancer	-1.2	4.4	19.8	9.0	0.8
TrxR1 substrate	2.0%[57.1 µM]	1.3%[57.1 µM]	3.7%	-20.7%	/
Pin1 inhibitor	-10.7%	?	-4.3%	-2.6%	/
D2 antag	/	-14.0	-2.1	-7.4	-8.6
rTrxR1 inhibitor	4.2%[57.1 µM]	-19.6%[57.1 µM]	-11.3%	-34.6%	/
